Screening results (PubChem BioAssay)
Ins promoter up = MIN6 insulin promoter up-regulation; AID 1625; z-score at 5 µM; 190,000 tested, 0.3% active; MIN6 insulin promoter-GFP reporter, high-content imaging; stronger effect = higher value;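 active = z-score above 3 at 5 µM with at least 500 cells counted in the well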
T cell modulator = T cell immune modulation candidate | 2C CD8+ T cell-vesicle binding, flow cytometry; stronger effect = lower value | calls only at 7 µM | 330,000 tested, 0.068% active | AID 2052;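 active = response, share of CD8 T cells binding vesicles, and their 90th percentile fluorescence all below set limits, cut at about 80% in these data, passing the limit was not always enough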
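Test system: purified 2C TCR transgenic mouse naive CD8+ T cells. Probe or stimulus: QL9-peptide-loaded Drosophila micro-vesicles bearing Ld, ICAM-1 and B7-1. Incubation: binding step 1.5 h, 37 °C, antibody labelling 20 min, ice. Measured by: flow cytometry of vesicle-bound cells.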
Hep lipid drop = modulators of hepatic lipid droplet formation; 240,000 tested, 0.4% active; inhibition, % at 6.5 µM; AML12 mouse hepatocytes, oleate lipid droplets, BODIPY imaging; AID 1656;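 active = lipid droplet intensity inhibited by at least 50%, with more than 500 cells counted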
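Assay system: AML12 mouse liver cells | Compound: 6.5 µM single-point dosing | Schedule: Overnight exposure | Technique: Fluorescence imaging, 20x objective, two fields per well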
b-catenin transl = modulators of beta-catenin nuclear translocation | nuclear translocation activity, % at 5 µM | HeLa beta-catenin nuclear translocation, immunofluorescence imaging | 190,000 tested, 0.3% active;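 active = nuclear translocation activity above 50% at 5 µM, with a well cell count of 50 or more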;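 note: per-cell ratio of nuclear to cytoplasmic median beta-catenin stain intensity; plate controls were DMSO negative control for no effect and GSK-3 inhibitor IX positive control for full effect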
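Test system: human HeLa cells, endogenous beta-catenin. Times: 24 h compound exposure, 37°C. Measured by: beta-catenin immunofluorescence imaging with DAPI.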
Dynein cargo inh = dynein cargo transport inhibition; 3617.4 mouse cells, GR-EGFP nuclear translocation imaging; test concentration mostly 20 µM; stimulated with dexamethasone, 1 µM; stronger effect = lower value; z-score, hits read low; 220,000 tested, 0.47% active; AID 1381;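 active = plate z-score of nuclear minus cytoplasmic receptor signal below a set negative limit, without overly bright fluorescence or cell loss, cut at about -3.5 in these data, passing the limit was not always enough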;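 note: z-score of nuclear minus cytoplasmic ring GR-EGFP intensity difference per well; some compounds called inactive have numbers as strong as hits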
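Buffer or medium – tet-free medium with charcoal-stripped serum · Signal – automated 10x imaging of fixed Hoechst-stained cells · Also added – dexamethasone agonist, 1.0 µM final, for 30 min · Incubation – induction 48 h, compound 1 h, agonist 30 min · Read-out – GR-EGFP nuclear translocation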
MT stabilizer = microtubule stabilizers in HeLa cells. HeLa tubulin immunostaining HCS, 24 h; share of cells brighter than vehicle mean+2SD. % tubulin-high responders, % at 10 µM. 200,000 tested, 0.83% active. AID 2205;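 active = plate Z-score above 3 for both tubulin-high and condensed-nucleus cell shares, with cell loss under 80%, at 10 µM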;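 note: anti alpha tubulin signal scored within the nucleus-defined area of each cell; some results filed as inactive read as strong as hits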
Myeloid diff 2 = compounds promoting myeloid differentiation | ER-HoxA9 myeloid progenitors, lysozyme-GFP differentiation, flow cytometry | calls only at 10 µM | 360,000 tested, 1% active;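 active = normalized GFP-positive differentiation at or above the plate's own cutoff, the solvent-only control mean plus 3 SD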;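 note: cells exposed to compound for four days before flow analysis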
TNAP activation fold = human TNAP enzyme activators, primary screen, biochemical, luminescent, no phosphate acceptor, uHTS (AID 1001); purified TNAP, luminescent activation assay, no phosphate acceptor; higher activation fold means a stronger effect; activation fold at 20 µM, or EC50 in µM where a hit was titrated; 200,000 tested, 0.03% active; in the data active = activation fold from about 3, or a potency from the dose series; inactive = the rest, 99 in 100 with activation fold below about 1.6; note: many of its hits are not listed in these tables
human PMI inhibition = MPI enzyme activity inhibition – biochemical, fluorescence intensity, coupled assay, primary screen (AID 1209); purified PMI enzyme, coupled fluorescence intensity; higher % means a stronger effect; inhibition, % at 20 µM, or IC50 in µM where a hit was titrated; 190,000 tested, 0.42% active; in the data active = inhibition above about 50%;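 note: plate controls were DMSO vehicle for no effect and wells lacking substrate for full effect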
Dynein cargo inh cytoplasmic EGFP = also measured in Dynein cargo inh; calls as there; z-score; measured here: cytoplasmic GR-EGFP intensity; stronger effect = higher value
Dynein cargo inh nuclear GR-EGFP = also measured in Dynein cargo inh; calls as there; z-score; measured here: nuclear GR-EGFP intensity;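 lower value marks the stronger effect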
Dynein cargo inh cell count = second read-out of Dynein cargo inh, no call of its own (marks repeat the call); z-score; measured here: cell count per field
Ins promoter up cell count = second read-out of Ins promoter up, no call of its own (marks repeat the call); cell count; measured here: cytotoxicity, nuclei count;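 total cells summed across four imaged fields per well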
Hep lipid drop cells 6.5 µM = second read-out of Hep lipid drop, no call of its own (marks repeat the call); cell count; measured here: cell count, cytotoxicity flag;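 cells counted across two imaged fields per well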
b-catenin transl cell count 5 µM = also measured in b-catenin transl; calls as there; cell count; measured here: cell count, cytotoxicity flag
T cell modulator vesicle-bound % = further read-out of T cell modulator, marked with its call; double positive events, %; measured here: CD8+ vesicle-bound cell fraction;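 binding gate set so that unloaded-vesicle control wells show 10% double positive cells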
MT stabilizer Hoechst-high % = second read-out of MT stabilizer, no call of its own (marks repeat the call); % Hoechst-high responders; measured here: nuclear condensation Hoechst responders;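 share of cells brighter than vehicle mean plus two SD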
MT stabilizer cytotoxicity % = also measured in MT stabilizer; calls as there; toxicity, %; measured here: cytotoxicity by cell density;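 0% = mean cell density of plate MIN control wells and 100% = no cells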
Myeloid diff 2 GFP+ MAC1+ % = further read-out of Myeloid diff 2, marked with its call; GFP+ MAC1+ double positive, %; measured here: differentiation confirmed by MAC1 staining
Starred values were filed as active, the others as inactive; i = inactive; x = no result given; + = active, no number.

Values run as follows: Ins promoter up, Ins promoter up cell count, T cell modulator, T cell modulator vesicle-bound %, Hep lipid drop, Hep lipid drop cells 6.5 µM, b-catenin transl, b-catenin transl cell count 5 µM, Dynein cargo inh, Dynein cargo inh cytoplasmic EGFP, Dynein cargo inh nuclear GR-EGFP, Dynein cargo inh cell count, MT stabilizer, MT stabilizer Hoechst-high %, MT stabilizer cytotoxicity %, Myeloid diff 2, Myeloid diff 2 GFP+ MAC1+ %, TNAP activation fold, human PMI inhibition
(1) CCOC(=O)N1CCN(C(=O)COc2ccc(S(=O)(=O)NC(C)C)cc2)CC1
 : -0.64, 1792, i, 64, -1, 577, -0.8, 1063, x, x, x, x, x, x, x, i, 2.1, 1.2, 3%
(2) CC1CCC(C(C)C)C(OC(=O)COC(=O)c2cccn2C)C1 (stereo not drawn)
 : -0.61, 1065, i, 41, x, x, -6.2, 1037, -0.78, -0.32, -0.37, 0.95, 5.4, 4.4, 6.9, i, 2.0, 1.1, 16%
(3) CCn1c(CNC(=O)c2cccs2)n[nH]c1=S
 : -0.1, 1215, i, 0, 16, 688, 0.0, 442, -0.85, -0.29, -0.4, 0.39, 5.1, 3.5, 8.3, i, 0.8, 1, -7%
(4) COc1ccc(NC(=O)COC(=O)Cc2ccccc2[N+](=O)[O-])cc1OC
 : 0.96, 1237, i, 1, -6, 658, -0.7, 1049, 0.63, -0.23, 0.57, -0.0093, 7.0, 1.9, 2.8, i, 0.6, 1.1, -7%
(5) CCn1c(O)c(C=Nc2ccccc2)sc1=O
 : 0.06, 1411, i, 33, 10, 709, -0.5, 1449, 3.2, 0.012, 2.5, -2.3, 3.2, 2.5, 11, i, 0.5, 1.1, -4%
(6) COc1ccccc1CSc1ncc(-c2ccc([N+](=O)[O-])cc2)[nH]1
 : -0.31, 1298, i, 13, -7, 666, 4.2, 959, 0.35, -0.24, 0.22, 0.38, 3.5, 1.8, 1.4, i, 0.1, 1.1, x
(7) Cc1ccc([N+](=O)[O-])cc1N=C(c1ccc([N+](=O)[O-])cc1)N1CCOCC1
 : 0.12, 1301, i, 32, -17, 698, -2.1, 991, 0.24, -0.22, 0.54, -0.88, 1.2, 2.3, 5.6, i, 0.3, 1.1, -5%
(8) CC(C)C(NC(=O)OCc1ccccc1)C(=O)OCC(=O)N1C(C)CCCC1C (stereo not drawn)
 : 0.9, 1021, i, 18, x, x, -1.6, 1195, 0.27, -0.17, 0.58, 0.4, 3.5, 2.1, 2.9, x, x, 1.1, 6%
(9) Cc1ccccc1NC(=O)c1cc(N)ccc1N1CCCCC1
 : -0.29, 1648, i, 10, -12, 646, 0.9, 1013, 0.3, -0.26, 0.064, 0.44, 3.4, 1.8, 4.9, i, 4.1, 1, 16%
(10) CCCC[n+]1ccn(-c2nc3ccccc3nc2[N-]S(=O)(=O)c2ccc(C)cc2)c1
 : 0.8, 903, i, 13, 20, 791, x, x, -0.12, -0.13, 0.15, 0.092, 0.9, 1.0, 2.7, i, 0.6, 1.3, 4%
(11) C=CCN1C(c2ccccc2)=CS/C1=C(\C#N)c1nnc2n1CCCCC2
 : -1.5, 1117, i, 39, x, x, 0.3, 867, 0.81, -0.083, 0.59, -0.39, 2.4, 3.9, 14, i, 0.6, 1, -17%
(12) Cc1ccc(NC(=O)CSc2ccc(-c3ccccn3)nn2)cc1
 : 1, 1411, i, 40, 12, 708, -0.3, 1162, -1.2, -0.27, -0.19, 1.2, 4.7, 4.0, 9.5, i, 0.5, 1.1, -6%
(13) CC(=O)Nc1ccc(-n2c(C)nc(=O)c(-c3ccccc3)c2C)cc1
 : 1.3, 793, i, 23, 1, 763, -2.4, 1103, -0.061, 0.0075, 0.14, 0.36, 4.1, 2.3, 5.5, i, 0.5, 1.1, -3%
(14) COc1ccc(CCNC(=O)C2CC(=O)N(C3CCCC3)C2)cc1OC (stereo not drawn)
 : -0.26, 1477, i, 8, x, x, -0.1, 1307, 0.51, -0.16, 0.26, -0.037, 1.4, 1.9, 9.0, i, 1.3, 1, -4%
(15) Cc1ncc(C[n+]2csc(CCOC(=O)CC3C4CC5CC(C4)CC3C5)c2C)c(N)n1 (stereo not drawn)
 : 0.03, 1448, i, 42, x, x, -3.7, 1085, 0.32, -0.37, 0.5, -0.23, 3.5, 3.0, 15, i, 0.7, 1.1, 2%
(16) Cc1cccc(OCCc2c(C)[nH]c(=S)[nH]c2=O)c1
 : x, x, i, 66, 17, 752, -0.3, 1095, -0.16, -0.25, -0.038, 0.61, 3.9, 2.2, 4.8, i, 0.1, 1.1, -7%
(17) COc1cc(NC(=O)COC(=O)c2ccccc2F)cc(OC)c1
 : -0.19, 1515, i, 53, 3, 684, -1.3, 1146, 0.63, -0.068, 0.62, -1, 3.7, 2.3, 5.1, i, 0.9, 1.1, 5%
(18) Cc1ccccc1-n1c(SCC(=O)c2c(N)n(C)c(=O)n(C)c2=O)nc2sc3c(c2c1=O)CCCC3
 : -1.5, 1182, i, 28, -19, 631, -0.4, 1110, 0.021, -0.28, -0.2, 0.11, 1.8, 2.4, 11, +, 1.1*, 1, 26%
(19) Cc1ccc(SCC(=O)Nc2ccccc2C(=O)O)cc1
 : -0.13, 937, i, 17, 7, 757, -12, 1218, 0.068, -0.14, 0.11, 0.14, 1.5, 1.3, 9.0, i, 0.3, 1, -5%
(20) CC(=O)N1N=C(C)CC1c1ccc(O)cc1 (stereo not drawn)
 : -0.15, 1308, i, 50, 8, 638, -3.2, 1031, 0.19, -0.25, 0.22, 0.83, 2.6, 1.6, 0.7, i, 0.5, 1.1, -1%
(21) O=C(CCn1c(=O)sc2ccccc21)NCc1ccc2c(c1)OCO2
 : 0.03, 1102, i, 16, 10, 721, 1.7, 1003, -0.84, -0.26, -0.53, -0.08, 4.6, 2.0, 3.2, i, 0.7, 1.1, -6%
(22) CCOC(=O)c1oc2ccc(Br)cc2c1NC(=O)CN1CCN(C)CC1
 : 1.9, 702, i, 37, -2, 661, 0.7, 1161, 1.1, -0.22, 0.54, -0.0098, 1.3, 1.3, 3.9, i, 0.6, 1, 10%
(23) COc1cc(/C=N/NC(N)=O)cc(Br)c1OCc1ccccc1C
 : -0.63, 1444, i, 43, x, x, 0.7, 821, 1.1, -0.22, 0.28, -0.7, 3.1, 1.7, 8.1, i, 0.4, 1.1, -5%
(24) O=C1N=C(N2CCOCC2)SC1=C1CCCCC1
 : 2.6, 1065, i, 41, x, x, 0.5, 639, 0.45, 0.19, 0.58, -0.083, 6.1, 1.6, 3.3, i, 0.6, 1, -10%
(25) CN1CCN(Cc2cn(C)nc2-c2ccccc2F)CC1c1ccccc1 (stereo not drawn)
 : 0.57, 1437, i, 40, -2, 729, -2.5, 1026, 0.47, -0.28, 0.49, -0.46, 3.7, 2.6, 0.8, i, 1.3, 1.1, 7%
(26) CCOc1ccccc1C(=O)Nc1ccccc1-c1ccccc1
 : -0.36, 1330, i, 48, -14, 658, 9.8, 966, 0.84, -0.25, 0.13, -0.75, 2.0, 2.1, 0.8, i, 0.4, 1.2, 18%
(27) CSc1nc2ccc(NC(=O)CSc3nnc(N)s3)cc2s1
 : 0.65, 912, i, 22, -1, 798, -1.8, 1164, -1.5, -0.24, -0.51, 0.67, 1.9, 0.9, 7.9, i, 3.6, 1, 1%
(28) Oc1c(C=Nc2ccccc2Cl)[nH]c2ccccc12
 : x, x, i, 39, 1, 721, 0.0, 1300, 1.8, 0.35, 0.96, -1.1, x, x, x, i, 0.7, x, x
(29) COc1c(Cl)ccc(Cl)c1C(=O)OCC(=O)O
 : 1.2, 1386, i, 32, x, x, -3.9, 939, -0.53, -0.29, 0.38, 0.49, 3.9, 2.7, 5.5, i, 14, 1.1, 7%
(30) COP(=O)(OC)c1nc(-c2cccc3ccccc23)oc1NCc1ccccc1
 : -0.2, 1567, i, 37, 1, 570, -1.4, 1065, -0.67, 1.5, -0.4, 0.57, 1.9, 3.7, 6.4, i, 1.4, 1, 21%

Part of the list above, limited to Dynein cargo inh cell count, b-catenin transl and T cell modulator:
item | canonical_smiles | Dynein cargo inh cell count | b-catenin transl | T cell modulator
26 | CCOc1ccccc1C(=O)Nc1ccccc1-c1ccccc1 | -0.75 | 9.8 | i
27 | CSc1nc2ccc(NC(=O)CSc3nnc(N)s3)cc2s1 | 0.67 | -1.8 | i

The order is random. Share with any hit: about 3%.
